Screening results as filed in PubChem.
MK inhibit: S. pneumoniae mevalonate kinase inhibition | 65,000 compounds, 0.48% hits | AID 555 | purified MK, PK/LDH-coupled NADH absorbance 340 nm | inhibition, % at 10 µM;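 active means ranked among the strongest by inhibition in the single 10 µM screen, a fixed top-ranked set picked for dose follow-up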; further: no value below 0 was filed
Alkaline phosphatase: human TNAP enzyme inhibitors, biochemical, luminescent (AID 518). one-dose inhibition, % at 20 µM; IC50 in µM for titrated hits. purified TNAP enzyme, luminescent substrate readout; higher % means a stronger effect. 64,000 compounds, 0.09% hits; in the data active means a potency from the dose series; inactive means the rest, 99 in 100 with inhibition below about 22%;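 further: plate controls were vehicle for no effect and reference inhibitor for full effect; many of its hits are not listed in these tables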
HT1080 viability: cytotoxicity in HT1080 fibrosarcoma cells, cell-based, fluorescence readout (AID 620); HT1080 viability, fluorescence; higher % means a stronger effect; cytotoxicity, % at 10 µM; hits with a dose series show EC50 in µM; 87,000 compounds, 0.42% hits;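 further: cells exposed to compound overnight then 4 h with Alamar Blue; 0% = vehicle DMSO and 100% = killing control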
PMK inhibit: blocks S. pneumoniae phosphomevalonate kinase; purified PMK, PK/LDH-coupled NADH absorbance 340 nm; inhibition, % at 10 µM; 65,000 compounds, 0.49% hits;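 active means top-ranked compounds by inhibition in the single 10 µM screen, taking a fixed number of the strongest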;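 further: 0% = full reaction with DMSO carrier and 100% = background rate without enzyme reaction; no value below 0 was filed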
KRASV12 cytotoxicity: viability loss of HPDE-C7K cells – cell-based, fluorescence, HTS, primary screen (AID 431); one-dose cytotoxicity, % at 10 µM; EC50 in µM for titrated hits; HPDE-C7K KRASV12 cells, Alamar Blue viability, 48 h; higher % means a stronger effect; 63,000 compounds, 1.7% hits;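 active means compounds whose percent cytotoxicity in the single-dose primary screen, scaled between solvent and toxic-drug controls, exceeds 50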;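 further: 0% = DMSO solvent wells and 100% = doxorubicin-treated wells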
HPDE-C7 viability: cytotoxicity in HPDE-C7 cells, cell-based, fluorescence, HTS (AID 430); HPDE-C7 pancreatic duct cells viability, fluorescence; higher % means a stronger effect; 63,000 compounds, 1.8% hits; cytotoxicity, % at 10 µM; hits with a dose series show EC50 in µM;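 further: cells exposed to compound for 48 hours before viability readout; 0% = vehicle and 100% = reference cytotoxic drug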
LYP inhibition: inhibition of human PTPN22 tyrosine phosphatase – biochemical, DiFMUP fluorescence, recombinant catalytic domain, 10 µM, primary screen (AID 606); inhibition, % at 10 µM, or IC50 in µM where a hit was titrated; 52,000 tested, under 10 active; recombinant LYP catalytic domain, DiFMUP fluorescence; higher % means a stronger effect;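 active means IC50 under 40 µM in the dose-response test; inactive means IC50 of 40 µM or more, or never dose-tested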
Spn DPM-DC inh: S. pneumoniae DPM-DC inhibition; 65,000 compounds, 0.49% hits; calls only at 10 µM; purified DPM-DC, PK/LDH coupled NADH fluorescence; AID 556;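 active means the 320 compounds with the highest percent inhibition in the single-dose primary screen, excluding strongly autofluorescent ones, cut at about 32% in these data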;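 further: kinetic rate of NADH fluorescence loss reporting ADP formed by the decarboxylase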
Bfl-1 inhibitors: Bfl-1 inhibitors, primary screen, biochemical, fluorescence polarization, FITC-Bid, mouse (AID 432); FITC-Bid BH3 peptide fluorescence polarization displacement; higher % means a stronger effect; one-dose displacement, % at 20 µM; IC50 in µM for titrated hits; 64,000 compounds, 0.02% hits; in the data active means a potency from the dose series; inactive means the rest, 99 in 100 with displacement below about 15%; further: strong numbers were not always called active
PMK inhibit pilot replicates: further read-out of PMK inhibit, marked with its call; inhibition, %; measured here: pilot screen replicates
MK inhibit pilot replicates: further read-out of MK inhibit, marked with its call; inhibition, %; measured here: pilot screen replicates
Spn DPM-DC inh pilot screen %: also measured in Spn DPM-DC inh; calls as there; inhibition, %; measured here: pilot screen trials
* hit, by the source's call; i = inactive; x = not tested or not shown. Unless noted, no stated cut-off is given here; in the data, active means cytotoxicity above about 50%; inactive means the rest.

SMILES | MK inhibit | Alkaline phosphatase | HT1080 viability | PMK inhibit | KRASV12 cytotoxicity | HPDE-C7 viability | LYP inhibition | Spn DPM-DC inh | Bfl-1 inhibitors | others
CN(C)c1ccc(C(c2nnnn2C(C)(C)C)N2CCc3ccccc3C2)cc1 (stereo not given) | 0 | 17% | 40% | 7 | -5% | -8% | 5% | i | -5%
c1ccc(Cc2nn3c(Cn4cnc5ccccc54)nnc3s2)cc1 | 10 | 8% | -1% | 8 | -14% | 2% | 9% | i | -14% | PMK inhibit pilot replicates=4.0;MK inhibit pilot replicates=0.5;Spn DPM-DC inh pilot screen %=5.5
COc1ccc(N(CC(=O)NC2CCCC2)C(=O)Cn2nnc(-c3ccc(C)cc3)n2)cc1OC | 5 | 9% | -16% | 13 | 10% | -4% | -1% | i | 2%
O=C1CC(c2ccccc2)C(C(=O)Nc2ccccc2F)N1 (stereo not given) | 3 | 1% | 4% | 7 | 0% | 7% | 11% | i | 3%
Cc1nc2ccccn2c1C(=O)NCc1ccc2c(c1)OCO2 | 0 | 16% | -7% | 17 | -1% | -1% | 1% | i | -2%
Cc1c(C(=O)O)oc2ccc(S(=O)(=O)N3CCC(C)CC3)cc12 | 5 | 10% | 17% | 4 | 12% | 6% | 3% | i | -2%
COC(=O)c1cc(Br)c(=O)n(Cc2ccc(OC)c(OC)c2)c1 | 3 | 17% | 6% | 12 | 3% | 11% | x | i | 3%
COc1ccc(OC)c(NS(=O)(=O)c2cc(OC)ccc2OC)c1 | 6 | -2% | 10% | 7 | 5% | -7% | 8% | i | -2%
O=C(O)c1ccc(-n2cccc2)cc1O | 2 | 7% | 0% | 21 | -2% | -12% | 3% | i | 4%
O=C(CSc1nnc(CNC(=O)c2ccccc2F)o1)c1ccccc1 | 0 | 5% | x | 12 | -2% | 1% | 1% | i | 0%
COc1cccc(CNC(=O)c2ccccc2N)c1 | 7 | 8% | x | 5 | -12% | -1% | 4% | x | -10%
Cc1ccc(NC(=O)CCCC(=O)O)c(Br)c1 | 0 | 2% | -1% | 9 | -4% | -10% | x | i | -1%
c1ccc(Nc2nc(-c3cccnc3)cs2)nc1 | 8 | 6% | 39% | 13 | 3% | 6% | 0% | i | -4%
COc1ccc(NC(=O)c2cnn3c(C(F)(F)F)cc(-c4ccco4)nc23)cc1OC | 5 | 14% | 4% | 11 | -3% | -4% | 2% | i | 12%
Nc1nc2ccccc2nc1N | 6 | 8% | 16% | 1 | 7% | -4% | 4% | x | -4%
COc1cc(Cn2c(-c3nonc3N)nc3ccccc32)ccc1C | 0 | 15% | 24% | 7 | 40% | 30% | x | i | 4% | PMK inhibit pilot replicates=1.5;MK inhibit pilot replicates=0.0;Spn DPM-DC inh pilot screen %=0.0
COCCn1c(-c2ccccc2F)n[nH]c1=S | 7 | 22% | -2% | 5 | -28% | -20% | 1% | i | -2%
Cc1ccc2oc3c(c(=O)c2c1)C(c1cccc(O)c1)N(c1ccccn1)C3=O (stereo not given) | 8 | 8% | 0% | 10 | 8% | -2% | 2% | i | -8%
C#CCNc1nc(C(C)C)nc2c1nnn2Cc1ccccc1F | 5 | 7% | 1% | 11 | -25% | -30% | 16% | i | -4%
COc1nc(N(C)C)nc(-n2nnc(C(C)=O)c2C)n1 | 0 | 5% | -2% | 8 | -11% | -4% | x | i | 1%
Cc1ccc(S(=O)(=O)Nc2cc(C(=O)N3CCOCC3)ccc2N2CCCCC2)cc1 | 8 | 2% | 18% | 18 | -7% | -13% | 15% | i | 1%
COc1ccc(NC(=O)C2CCN(Cc3cnn(-c4ccccc4)c3-n3cccc3)CC2)cc1OC | 3 | -16% | x | 19 | -3% | 4% | 12% | i | 3%
c1ccc2[nH]c(N3CCOCC3)nc2c1 | 0 | 4% | 7% | 16 | 7% | 2% | 1% | i | -6%
O=C(CN1C(=O)COc2ccccc21)N(CCCN1CCOCC1)CC1CC=CCC1 (stereo not given) | 6 | 2% | -17% | 9 | -2% | -7% | 5% | i | 3%
O=C(c1ccco1)N1CCN(c2nc3ccccc3n3nnnc23)CC1 | 0 | 6% | -6% | 18 | -2% | -6% | -6% | i | 11%
CS(=O)(=O)N(CC(=O)Nc1ccccc1C(=O)N1CCOCC1)c1ccc2c(c1)OCO2 | 7 | 4% | -2% | 10 | -12% | -5% | 4% | i | -9%
CC(C)C(c1nnnn1Cc1ccc(F)cc1)N1CCN(C(=O)c2ccco2)CC1 (stereo not given) | 8 | 4% | 3% | 1 | 18% | 13% | x | i | -16%
CCOC(=O)C1CCCCN1Cc1cc(Cl)ccc1O (stereo not given) | 5 | 13% | x | 18 | -1% | -24% | 9% | i | -3%
Cc1cc(O)ccc1Nc1nc(-c2sc(N)nc2C)cs1 | 8 | 6% | -2% | 5 | 13% | 2% | 6% | i | 8%
CN(C(=O)c1cc2sccc2n1C)C1CCCCC1 | 4 | 3% | -10% | 7 | -13% | -21% | 11% | i | 2% | PMK inhibit pilot replicates=2.0;MK inhibit pilot replicates=1.5;Spn DPM-DC inh pilot screen %=0.0
COCCN1C(=O)C(=O)/C(=C(/O)c2ccc(OCC(C)C)cc2)C1c1cccnc1 (stereo not given) | 5 | 8% | 5% | 0 | 9% | 5% | -1% | i | -11%
CC(C)n1c(SCC(N)=O)nc2c1c(=O)[nH]c(=O)n2C | 3 | 2% | 3% | 0 | 0% | -4% | 6% | i | 4%
FC(F)(F)c1cc(-c2ccco2)nc(NCc2cccnc2)n1 | 6 | 6% | -20% | 0 | 18% | 37% | 0% | i | -2%
CCN(CC)C(=O)CP(=O)(c1ccccc1)c1ccccc1 | 8 | 8% | 12% | 6 | -3% | 0% | 40% | i | -3%
Clc1ccc(SCc2cn3ccsc3n2)cc1 | 15 | 27% | 3% | 6 | 29% | 7% | x | i | -5%
O=C(OC(C(=O)NCc1ccc2c(c1)OCO2)c1ccc(Cl)cc1)c1ccco1 (stereo not given) | 0 | 4% | 9% | 8 | -2% | 3% | 5% | i | -1%
O=C(OCc1ccco1)c1ccc(S(=O)(=O)N2CCCCC2)cc1 | 3 | 2% | -5% | 9 | 0% | 8% | 10% | i | -3%
Cc1ccc(C)n1-n1c(C)nc2sc(-c3ccccc3)cc2c1=O | 2 | 12% | -8% | 0 | -11% | -5% | 11% | i | -3% | PMK inhibit pilot replicates=0.0;MK inhibit pilot replicates=1.5;Spn DPM-DC inh pilot screen %=1.5
C=CCOc1ccccc1CNn1nnnc1N | 6 | 7% | 12% | 10 | -4% | -10% | 22% | i | -1%
Cc1cccc(CNC(=O)c2ccccc2N)c1 | 6 | 10% | 2% | 4 | 2% | 3% | 50% | x | -1%
O=C(Nc1cccc(C(=O)N2CCOCC2)c1)c1cncc(Br)c1 | 9 | -4% | 2% | 6 | -15% | -12% | 9% | i | -1%
O=C(COC(=O)Cc1cccc(C(F)(F)F)c1)NCC1CCCO1 (stereo not given) | 10 | 22% | 2% | 0 | 11% | 4% | 10% | i | -10% | PMK inhibit pilot replicates=1.0;MK inhibit pilot replicates=3.0;Spn DPM-DC inh pilot screen %=2.0
O=C(O)CSc1ccccn1 | 13 | 0% | -8% | 12 | -3% | -4% | -1% | i | -6%
COC(=O)[C@@H](NC(=O)N(C1CCCCC1)C1CCCCC1)C(C)C | 0 | 6% | 9% | 0 | -3% | -4% | 1% | i | 1%
CO[C@@]1(NC(=O)Cc2cccs2)C(=O)N2C(C(=O)O)=C(COC(N)=O)CS[C@@H]21 | 2 | x | 27% | 0 | x | x | 4% | i | x
Nc1nonc1N1CCCCC1 | 13 | 23% | 16% | 3 | 18% | 13% | -1% | i | -10% | PMK inhibit pilot replicates=2.5;MK inhibit pilot replicates=4.0;Spn DPM-DC inh pilot screen %=4.5
O=C(CN1CCN(Cc2ccccc2)CC1)NC(=O)NC1CCCCC1 | 3 | 4% | -6% | 3 | -2% | -2% | x | i | -5%
CCCNS(=O)(=O)c1cccc2cccnc12 | 3 | 14% | 6% | 2 | 6% | 6% | x | i | -1%
CCC(C)N1CC(O)=C(c2nc3ccccc3[nH]2)C1=N (stereo not given) | 9 | -40% | 11% | 10 | 6% | 7% | x | i | -3%
Cc1cccc(N2CCCn3c2nc2c3c(=O)n(CCN3CCOCC3)c(=O)n2C)c1 | 11 | 8% | -28% | 13 | 8% | 4% | 3% | i | 17%
CCCCN(C)S(=O)(=O)c1cc(Br)cc2c1N(C(=O)C1CC1)CC2 | 8 | 4% | -18% | 0 | 15% | 13% | x | i | -11%
CC1=C(C(=O)Nc2ccccn2)C(c2ccc(N(C)C)cc2)n2ncnc2N1 (stereo not given) | 10 | -3% | -2% | 12 | 6% | -8% | 2% | i | -10%
CC(C)CC1(C)NC(=O)N(CC(=O)NC(=O)Nc2ccc3c(c2)OCCO3)C1=O (stereo not given) | 13 | 0% | 8% | 0 | -17% | -41% | 6% | i | -6%
COc1cccc(N2CC(C(=O)NC3CCCCC3)CC2=O)c1 (stereo not given) | 8 | 15% | -3% | 6 | -8% | -19% | 1% | i | -6%
CCOC(=O)c1cccc(NC(=O)CSc2nnnn2C)c1 | 0 | 6% | -14% | 17 | 0% | -10% | 7% | i | -8%
CCCC1CC(C)(C(=O)Cn2[nH]c(=O)ccc2=O)OC1=O (stereo not given) | 8 | 6% | 4% | 7 | 1% | -36% | 17% | i | 15% | PMK inhibit pilot replicates=5.5;MK inhibit pilot replicates=0.0;Spn DPM-DC inh pilot screen %=1.5
CN1C(=O)C(O)(CC(=O)c2ccccc2O)c2cc(Br)ccc21 (stereo not given) | 9 | 14% | -40% | 9 | -27% | -48% | 10% | i | 3% | PMK inhibit pilot replicates=2.5;MK inhibit pilot replicates=0.0;Spn DPM-DC inh pilot screen %=0.0
CN1CCN(S(=O)(=O)c2ccc(Cc3ccc(S(=O)(=O)N4CCN(C)CC4)cc3)cc2)CC1 | 0 | 6% | -9% | 9 | -8% | -2% | 4% | i | -3%

In the list so far, five have an aryl thioether with sulfur outside any ring:
SMILES | MK inhibit | Alkaline phosphatase | HT1080 viability | PMK inhibit | KRASV12 cytotoxicity | HPDE-C7 viability | LYP inhibition | Spn DPM-DC inh | Bfl-1 inhibitors | others
O=C(CSc1nnc(CNC(=O)c2ccccc2F)o1)c1ccccc1 | 0 | 5% | x | 12 | -2% | 1% | 1% | i | 0%
CC(C)n1c(SCC(N)=O)nc2c1c(=O)[nH]c(=O)n2C | 3 | 2% | 3% | 0 | 0% | -4% | 6% | i | 4%
Clc1ccc(SCc2cn3ccsc3n2)cc1 | 15 | 27% | 3% | 6 | 29% | 7% | x | i | -5%
O=C(O)CSc1ccccn1 | 13 | 0% | -8% | 12 | -3% | -4% | -1% | i | -6%
CCOC(=O)c1cccc(NC(=O)CSc2nnnn2C)c1 | 0 | 6% | -14% | 17 | 0% | -10% | 7% | i | -8%
